PRC2 inh – blocks human EZH2/PRC2 H3K27 methylation; DELFIA TRF, 1 h; Q15910; inhibition, % at 12.5 µM; 57,000 compounds, 0.35% hits; AID 651548;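 active = mean inhibition of replicates at least 50% and every single replicate also reaching 50%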;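 note: dimethyl H3K27 on biotinylated H3 21-44 peptide detected by antibody; plate controls were median neutral control wells for no effect and median positive control wells for full effect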
IDH1 mut inh – IDH1 R132H (human) inhibition; IDH1 R132H reductase, diaphorase/resazurin fluorescence, 60 min; inhibition, % at 10 µM; 70,000 compounds, 0.18% hits; AID 624101; in the data active = inhibition above about 34%;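 note: 0% = DMSO and 100% = no enzyme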
Target sequence (O75874 whole entry R132H): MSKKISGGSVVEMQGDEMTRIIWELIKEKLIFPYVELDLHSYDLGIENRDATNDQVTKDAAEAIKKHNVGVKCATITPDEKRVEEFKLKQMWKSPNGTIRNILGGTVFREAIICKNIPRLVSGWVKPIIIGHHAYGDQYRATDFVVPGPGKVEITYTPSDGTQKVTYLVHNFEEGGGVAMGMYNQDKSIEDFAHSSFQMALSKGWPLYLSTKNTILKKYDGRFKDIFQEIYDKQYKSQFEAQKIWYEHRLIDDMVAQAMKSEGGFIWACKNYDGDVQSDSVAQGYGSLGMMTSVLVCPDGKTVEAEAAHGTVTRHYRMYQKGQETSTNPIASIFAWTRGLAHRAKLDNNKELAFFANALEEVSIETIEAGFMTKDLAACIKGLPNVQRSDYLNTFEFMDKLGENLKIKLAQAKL
Starred values were filed as active, the others as inactive; · = no result given; & = joins results of further samples.

mol | PRC2 inh | IDH1 mut inh
COc1ccc(OC)c(NC(=O)CCN2CCN(c3ccccc3F)CC2)c1 | -1 | 0.1
O=C1c2ccccc2C(=O)N1C[C@@H]1CCCN(Cc2cccc(OCCO)c2)C1 | 3 | -0.3
Cc1ccc(S(=O)(=O)N[C@H]2CC[C@@H](CC(=O)NCCCN(C)C)O[C@H]2CO)cc1 | 3 | -0.4
CO[C@H]1CC[C@@H]2CCN(C)C(=O)[C@H](C)[C@@H](OC)CN(C)C(=O)c3cc(C#N)ccc3OC[C@@H]1O2 | 2 | -0.2
C[C@@H]1CN([C@@H](C)CO)C(=O)CCCn2cc(nn2)CO[C@H]1CN(C)S(=O)(=O)c1cn(C)cn1 | · | 1.0
Cc1cc(C)c(NC(=O)CN(c2ccc(Oc3ccccc3)cc2)S(C)(=O)=O)c(C)c1 | -10 | 0.5
COc1ccc(C(=O)CSc2nnc(-c3cccc(C)c3)n2-c2ccccc2)cc1 | -5 | 0.3
C[C@H](O)C#Cc1cnc2c(c1)C(=O)N([C@@H](C)CO)C[C@@H](C)[C@@H](CN(C)Cc1ccc(-c3ccccc3)cc1)O2 | -23 | ·
COc1ccc(C(=O)CC2(O)C(=O)N(CCCC#N)c3ccccc32)c(OC)c1 (stereo not given) | -5 | -0.3
C[C@@H]1CCCCO[C@@H](CN(C)C(=O)C2CCCCC2)[C@@H](C)CN([C@H](C)CO)C(=O)c2cc(NC(=O)c3ccncc3)ccc2O1 | 6 | -1.0
COc1cccc(-c2cnc3c(c2)C(=O)N([C@@H](C)CO)C[C@H](C)[C@H](CN(C)CC2CCOCC2)O3)c1 | · | -2.2
Cc1ccc(S(=O)(=O)Nc2ccc3c(c2)CC(=O)N([C@@H](C)CO)C[C@H](C)[C@H](CN(C)S(=O)(=O)c2ccccc2)O3)cc1 | · | 0.3
O=C(CCN1CCCCC1)NCC[C@H]1CC[C@H](NC(=O)C2CC2)[C@@H](CO)O1 | 11 | 0.0
Cc1cc(C(F)F)n2nc(C(=O)Nc3c(C)nn(Cc4ccc(Cl)cc4)c3C)nc2n1 | · | -0.6
CC(C)CC(=O)O[C@@H]1OC=C(CO[C@@H]2O[C@H](CO)[C@@H](O)[C@H](O)[C@H]2O)[C@H]2C[C@H](O)[C@@](C)(O)[C@@H]12 | 10 | -0.1
CN(C)C(=O)C[C@H]1CC[C@@H](NC(=O)C2CCC2)[C@H](CO)O1 | 12 | 0.4
C[C@@H]1CN([C@@H](C)CO)S(=O)(=O)c2ccc(C#CCN(C)C)cc2O[C@@H]1CN(C)Cc1ccccc1F | 11 | -3.1
CO[C@H]1CN(C)C(=O)c2ccc(NC(=O)C3CCC3)cc2OC[C@H](C)N(Cc2ccc(F)cc2)C[C@@H]1C | -14 | 0.6
CC(C)NC(=O)N(C)C[C@@H]1OCCCC[C@H](C)Oc2ccc(NC(=O)c3ccncc3)cc2C(=O)N([C@H](C)CO)C[C@@H]1C | -1 | 2.2
C[C@H](CO)N1C[C@H](C)[C@H](CN(C)S(=O)(=O)c2cn(C)cn2)Oc2c(NC(=O)c3ccc(-c4nccs4)cc3)cccc2C1=O | · | -4.6
Cc1nnc(SCC(=O)Nc2c(C)n(C)n(-c3ccccc3)c2=O)s1 | -11 | 0.4
COc1ccc(-c2cnc3c(c2)C(=O)N([C@H](C)CO)C[C@@H](C)[C@@H](CN(C)C(=O)Cc2ccccc2)O3)cc1 | · | 0.4
CO[C@H](CN(C)C(=O)c1cc(Cl)cc(Cl)c1)[C@H](C)CN(C(=O)Nc1ccc(F)cc1)[C@@H](C)CO | 5 | -0.2
Cc1noc(C)c1S(=O)(=O)Nc1cccc2c1O[C@@H](CN(C)C(=O)Nc1ccc(F)cc1)[C@@H](C)CN([C@H](C)CO)C2=O | · | 2.7
C[C@@H]1CN([C@@H](C)CO)C(=O)Cc2cc(NC(=O)Nc3ccc(C(F)(F)F)cc3)ccc2O[C@H]1CN(C)Cc1ccncc1 | · | 6.0

Entries shown so far containing a Cl atom:
mol | PRC2 inh | IDH1 mut inh
Cc1cc(C(F)F)n2nc(C(=O)Nc3c(C)nn(Cc4ccc(Cl)cc4)c3C)nc2n1 | · | -0.6
CO[C@H](CN(C)C(=O)c1cc(Cl)cc(Cl)c1)[C@H](C)CN(C(=O)Nc1ccc(F)cc1)[C@@H](C)CO | 5 | -0.2

Next section:
mol | PRC2 inh | IDH1 mut inh
CO[C@H]1CN(C)C(=O)c2cc(NC(=O)NC(C)C)ccc2OC[C@@H](C)N(Cc2ccccn2)C[C@H]1C | -1 | 0.0
COCC(=O)Nc1ccc2c(c1)[C@@H]1C[C@@H](CC(=O)OC)O[C@H](CO)[C@@H]1O2 | 14 | 0.4
C[C@@H]1CCCCO[C@@H](CN(C)S(=O)(=O)c2ccccc2)[C@@H](C)CN([C@@H](C)CO)C(=O)c2cc(NS(=O)(=O)c3cccs3)ccc2O1 | · | 1.7
O=C(C[C@@H]1C[C@H]2c3cc(NC(=O)CC4CC4)ccc3O[C@H]2[C@H](CO)O1)NCc1cc(F)ccc1F | -9 | -0.3
O=C(N[C@H]1CC[C@H](CCn2cc(-c3cccnc3)nn2)O[C@@H]1CO)c1ccccc1F | 2 | -0.3
CC(=O)N(C)C[C@H]1OCc2ccccc2-c2c(n(C)c3ccccc23)C(=O)N([C@@H](C)CO)C[C@H]1C | -10 | -0.5
C[C@H]1CN([C@@H](C)CO)C(=O)c2cc(/C=C/c3ccccc3)cnc2O[C@@H]1CN(C)Cc1ccncc1 | -6 | -2.6
Cc1ccc(S(=O)(=O)N(C)C[C@@H]2Oc3ccc(NC(=O)CCCCCC(=O)Nc4ccccc4N)cc3CC(=O)N([C@@H](C)CO)C[C@H]2C)cc1 | · | -0.5
C[C@@H]1CN([C@@H](C)CO)S(=O)(=O)c2ccc(-c3cncnc3)cc2O[C@@H]1CN(C)C(=O)Cc1ccncc1 | · | 0.2
CC(C)CC#Cc1cnc2c(c1)C(=O)N([C@H](C)CO)C[C@H](C)[C@H](CN(C)C(=O)NC1CCCC1)O2 | -10 | 4.5
COc1ccc(NC(=O)CNC(=O)c2ccc(OC)c(OC)c2)cc1Cl | -1 | 0.1
COC(=O)c1cccc2nc3c(C(C)O)cccc3nc12 (stereo not given) | · | 0.3
CCCN1C[C@@H](C)[C@H](OC)CN(C)C(=O)c2cc(NC(=O)c3ccccc3)ccc2OC[C@@H]1C | -5 | 0.0
O=C(CSc1nnc(-c2cccnc2)n1-c1cccc(C(F)(F)F)c1)c1ccc(F)cc1 | -13 | -0.3
COc1ccc(CNC(=O)C[C@@H]2CC[C@H](NC(=O)CN(C)C)[C@H](CO)O2)cc1 | 3 | 0.0
C[C@@H]1CCCCO[C@@H](CN(C)Cc2ccccc2)[C@H](C)CN([C@H](C)CO)C(=O)c2cc(NC(=O)Cc3ccccc3)ccc2O1 | · | 1.2
Cc1cc(C(=O)Nc2cccc3c2O[C@@H](CN(C)Cc2ccc(Cl)c(Cl)c2)[C@H](C)CN([C@H](C)CO)C3=O)n(C)n1 | 2 | ·
C[C@@H]1CN([C@@H](C)CO)S(=O)(=O)c2ccc(C#CC3CCCC3)cc2O[C@H]1CN(C)Cc1cncnc1 | 0 | -0.2
COc1ccccc1C#Cc1cnc2c(c1)C(=O)N([C@H](C)CO)C[C@H](C)[C@H](CN(C)C(=O)CC1CC1)O2 | 4 | -7.4
COc1ccc(-c2oc3cc(OC)c(OC)c(O)c3c(=O)c2OC)cc1OC | · | 0.2
C[C@@H]1CN([C@H](C)CO)C(=O)c2cc(NS(=O)(=O)c3ccc(Cl)cc3)ccc2O[C@H]1CN(C)C(=O)Nc1ccc(C(F)(F)F)cc1 | · | -4.7
COc1ccc(S(=O)(=O)N(C)C[C@@H]2Oc3ccc(NC(=O)Cc4ccccc4)cc3CC(=O)N([C@H](C)CO)C[C@H]2C)cc1 | · | -0.5
C[C@H](CO)N1C[C@H](C)[C@H](CN(C)Cc2ccc3c(c2)OCO3)Oc2ccc(NC(=O)Nc3ccc4c(c3)OCO4)cc2C1=O | -5 | -1.7
COc1ccc(CN(C)C[C@H]2OCCCC[C@H](C)Oc3ccc(NC(=O)C4CCCCC4)cc3C(=O)N([C@@H](C)CO)C[C@@H]2C)cc1 | · | -0.9
CC1C(=O)C(=O)[C@@H]2O[C@@H]2C1=O (stereo not given in full) | · | 0.1

New compounds follow.
mol | PRC2 inh | IDH1 mut inh
O=C(c1cccc(NS(=O)(=O)c2cccc([N+](=O)[O-])c2)c1)N1CCOCC1 | · | -1.4
C[C@H]1CCCCO[C@@H](CN(C)CC2CCCCC2)[C@@H](C)CN([C@@H](C)CO)C(=O)c2cc(NC(=O)C3CCCCC3)ccc2O1 | · | 1.1
COc1cccc(CNC(=O)C[C@H]2C=C[C@H](NC(=O)C3CC3)[C@H](CO)O2)c1 | -6 | 0.0
C[C@@H]1CN([C@H](C)CO)C(=O)c2cc(NS(=O)(=O)c3ccc(Cl)cc3)ccc2O[C@@H](C)CCCCO[C@@H]1CN(C)Cc1ccccc1 | · | -3.0
CC(C)C#Cc1ccc2c(c1)O[C@@H](CN(C)Cc1cncnc1)[C@@H](C)CN([C@@H](C)CO)S2(=O)=O | 6 | ·
C[C@@H]1CN([C@H](C)CO)C(=O)c2cc(C#Cc3ccccc3F)cnc2O[C@H]1CN(C)C(=O)C1CCCCC1 | -20 | -2.4
C[C@H](CO)N1C[C@H](C)[C@H](CN(C)C(=O)C2CCC2)Oc2ncc(C3=CCCC3)cc2C1=O | -7 | 1.4
C[C@H](CO)N1C[C@H](C)[C@H](CN(C)C(=O)CCC(F)(F)F)OCc2ccccc2-c2c(n(C)c3ccccc23)C1=O | -8 | 0.0
COCC#Cc1ccc2c(c1)O[C@@H](CN(C)Cc1ccncc1)[C@@H](C)CN([C@@H](C)CO)S2(=O)=O | 7 | 1.8
O=C(C[C@@H]1C=C[C@H](NC(=O)CN2CCOCC2)[C@@H](CO)O1)NC1CCCCC1 | -4 | -0.3
O=C(C[C@H]1C[C@H]2c3cc(NC(=O)NC4CCCCC4)ccc3O[C@H]2[C@H](CO)O1)NCc1ccccn1 | 17 | 0.0
C[C@H]1CN([C@@H](C)CO)C(=O)Cc2cc(NC(=O)CCC(F)(F)F)ccc2O[C@@H]1CN(C)Cc1ccc2c(c1)OCO2 | 1 | 1.6
C[C@H](CO)N1C[C@H](C)[C@@H](CN(C)S(=O)(=O)c2ccc(F)cc2)Oc2c(NC(=O)Nc3ccc4c(c3)OCO4)cccc2C1=O | · | -0.4
Cc1cc(Br)c(NC(=O)CSc2nnc(-c3ccccc3)o2)cc1C | 5 | 0.2
CCCC#Cc1ccc2c(c1)O[C@H](CN(C)CC1CC1)[C@H](C)CN([C@@H](C)CO)S2(=O)=O | -18 | -0.5
CO[C@H]1CN(C)C(=O)c2cc(NC(=O)Nc3ccccc3)ccc2OC[C@@H](C)N(CC2CC2)C[C@@H]1C | -16 | 0.2
COc1ccccc1S(=O)(=O)N[C@@H]1CC[C@H](CC(=O)N2CCOCC2)O[C@@H]1CO | 11 | 0.3
Cc1ccc(NC(=O)CSc2nnc(-c3ccccc3F)n2C)cc1[N+](=O)[O-] | 9 | 0.1
C[C@H](CO)N1C[C@H](C)[C@H](CN(C)S(C)(=O)=O)Oc2ncc(C#CCN(C)C)cc2C1=O | 0&21 | 0.0
COc1ccc(CNC(=O)N(C)C[C@H]2OCc3ccccc3-c3c(n(C)c4ccccc34)C(=O)N([C@H](C)CO)C[C@H]2C)cc1 | 1 | 0.0
O=C(C[C@H]1C[C@H]2c3cc(NC(=O)NC4CCCCC4)ccc3O[C@H]2[C@@H](CO)O1)NCC(F)(F)F | 14 | -0.3
CO[C@H]1CN(C)C(=O)c2cc(NC(=O)c3cc(C)on3)ccc2OC[C@@H](C)N(C(=O)C2CC2)C[C@H]1C | -10 | -0.5
COCCOC(=O)C1=C(C)NC(C)=C(C(=O)OC/C=C/c2ccccc2)C1c1cccc([N+](=O)[O-])c1 (stereo not given) | · | 0.1
CC(C)(C)CC(=O)NCc1ccc(S(N)(=O)=O)cc1 | 0 | -0.1
CNC[C@@H]1Oc2ccc(NC(=O)c3ccncc3)cc2C(=O)N([C@H](C)CO)C[C@H]1C | 3 | ·

Additional results follow.
mol | PRC2 inh | IDH1 mut inh
O=C(CCCc1ccc(-c2ccccc2F)cc1)Nc1ccc(O)cc1 | 25 | -0.1
CCCC(=O)Nc1ccc2c(c1)C(=O)N(C)C[C@@H](OC)[C@@H](C)CN(CCc1ccccc1)[C@H](C)CO2 | -9 | -0.1
C[C@@H]1CN([C@@H](C)CO)C(=O)Cc2cc(NC(=O)C3CC3)ccc2O[C@@H]1CN(C)Cc1ccncc1 | -1 | 4.0
C/C=C/c1ccc2c(c1)O[C@@H](CN(C)C(=O)CN(C)C)[C@@H](C)CN([C@H](C)CO)S2(=O)=O | -9 | -0.9
Cc1nc(SCC(=O)N2c3ccccc3Sc3ccccc32)nc2c1CCCC2 | · | 3.5
CCCC(=O)Nc1ccc2c(c1)C(=O)N(C)C[C@@H](OC)[C@H](C)CN(C(=O)Cc1ccccn1)[C@H](C)CO2 | -5 | ·
C[C@@H]1CN([C@H](C)CO)S(=O)(=O)c2ccc(C3=CCCC3)cc2O[C@@H]1CN(C)Cc1ccncc1 | -12 | ·

Complete entries, looked up by structure. Values in the order: PRC2 inh	IDH1 mut inh
C/C=C/c1ccc2c(c1)O[C@@H](CN(C)C(=O)CN(C)C)[C@@H](C)CN([C@H](C)CO)S2(=O)=O is listed with -9	-0.9
C[C@@H]1CN([C@@H](C)CO)C(=O)Cc2cc(NC(=O)C3CC3)ccc2O[C@@H]1CN(C)Cc1ccncc1 is listed with -1	4.0
CCCC(=O)Nc1ccc2c(c1)C(=O)N(C)C[C@@H](OC)[C@@H](C)CN(CCc1ccccc1)[C@H](C)CO2 is listed with -9	-0.1
CCCC(=O)Nc1ccc2c(c1)C(=O)N(C)C[C@@H](OC)[C@H](C)CN(C(=O)Cc1ccccn1)[C@H](C)CO2 is listed with -5	·
C[C@@H]1CN([C@H](C)CO)S(=O)(=O)c2ccc(C3=CCCC3)cc2O[C@@H]1CN(C)Cc1ccncc1 is listed with -12	·

High-throughput results: PubChem BioAssay, Broad Institute

These rows are one share of the data; the hit share may differ from the screen's.
